Source: PubChem BioAssay (National Center for Advancing Translational Sciences (NCATS))
D3 antag: antagonists of human D3 dopamine receptor; P35462; AID 652054; actives 2.5% (n = 360,000); D3R cells, DiscoveRx beta-arrestin luminescence, antagonist mode; stronger effect = lower value; max response, negative = inhibition, %; in the data active means max response below about -50%; inconclusive means no clear call, values can overlap the other calls; further: on the % scale 0 is the no-effect control and ±100 the full control effect; mostly tested at two doses, the higher about 12 µM
Target sequence (P35462 whole entry, looked up): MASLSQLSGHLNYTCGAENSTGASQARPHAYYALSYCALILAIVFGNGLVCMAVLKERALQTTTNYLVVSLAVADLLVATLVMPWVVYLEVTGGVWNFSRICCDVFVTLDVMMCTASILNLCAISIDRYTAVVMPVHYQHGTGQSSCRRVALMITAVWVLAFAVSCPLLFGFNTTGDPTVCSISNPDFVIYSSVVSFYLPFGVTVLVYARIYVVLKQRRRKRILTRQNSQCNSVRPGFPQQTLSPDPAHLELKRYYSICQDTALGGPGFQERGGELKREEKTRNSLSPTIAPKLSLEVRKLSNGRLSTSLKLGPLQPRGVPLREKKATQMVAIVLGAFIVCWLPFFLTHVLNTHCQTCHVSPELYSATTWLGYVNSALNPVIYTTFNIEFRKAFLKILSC
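Cells plated overnight at 1500 cells/well, then exposed to library compounds with dopamine controls for 90 minutes at 37 degrees C. DiscoveRx reagent added for 30–60 minutes at room temperature; luminescence read, quantitative HTS format.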
PTHR1 agonist: agonists of human PTHR1 parathyroid hormone receptor. Q03431. Potency, µM (doses to about 115 µM), for inactives: at the highest dose activation, actives largely listed as activators. actives 0.075% (n = 410,000). HEK293 GP2 PTHR1 cells, GloSensor cAMP luminescence, 1 h; further: potency means the concentration at half of the fitted maximal effect; nearly all actives have a fitted effect of over 55% in size; some results filed as inactive show a strong effect at the top dose; inactives centre near -15; many of its hits are not listed in these tables
Target sequence (Q03431 whole entry, looked up): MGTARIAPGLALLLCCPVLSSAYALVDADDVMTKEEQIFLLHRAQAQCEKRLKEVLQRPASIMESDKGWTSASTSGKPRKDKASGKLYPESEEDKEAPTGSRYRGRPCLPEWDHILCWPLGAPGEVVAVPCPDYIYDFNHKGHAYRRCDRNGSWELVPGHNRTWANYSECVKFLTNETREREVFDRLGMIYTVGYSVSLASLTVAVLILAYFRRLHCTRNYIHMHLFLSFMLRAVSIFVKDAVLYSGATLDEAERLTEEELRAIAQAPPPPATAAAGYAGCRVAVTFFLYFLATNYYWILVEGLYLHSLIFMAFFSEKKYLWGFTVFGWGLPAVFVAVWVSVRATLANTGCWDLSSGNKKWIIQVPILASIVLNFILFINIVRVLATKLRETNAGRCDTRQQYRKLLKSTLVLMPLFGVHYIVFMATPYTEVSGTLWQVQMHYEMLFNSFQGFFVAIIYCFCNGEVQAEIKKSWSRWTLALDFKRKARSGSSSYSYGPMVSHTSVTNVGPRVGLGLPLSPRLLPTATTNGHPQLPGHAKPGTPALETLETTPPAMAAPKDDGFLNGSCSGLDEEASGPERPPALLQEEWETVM
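HEK-293-derived GP2 cells expressing PTHR1 and a GloSensor cAMP reporter, 3,000/well, plated overnight, given luciferin plus IBMX (each 0.5 mM as added) for 1 h at 37 °C, then compound for 1 h at 37 °C. Luminescence was read after 15 min at room temperature.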
pAkt inh: inhibitors of Akt phosphorylation; Neuro2A IGF-stimulated pAkt S473 HTRF, 20 min; stronger effect = lower value; actives 0.32% (n = 360,000); activity change, % for hits at 50 µM; in the data active means activity change below about -80%; inconclusive means mostly about -51% to -80%; further: on the % scale 0 is the no-effect control and ±100 the full control effect
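Neuro2A cells in DMEM with 0.5% FBS, overnight at 37 deg C, given compound at single 50 µM final, then IGF (6 nM final) for 20 min at 37 deg C. Lysed; phospho-Akt Ser473 by HTRF after 24 h, 665/615 ratio.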
EPAC2 agonist: activates human EPAC2 exchange factor; Potency, µM (titrated, usually from 154 µM), without a hit: top-dose activation, usual class: activators; EPAC2 activation, biochemical qHTS; response scale: 100% = 6.5 mM cAMP response; actives 0.079% (n = 360,000); AID 720711; further: potency means the concentration at half of the fitted maximal effect; nearly all actives have a fitted effect of over 50% in size
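In this primary screen, activation is scored as increased exchange of BODIPY-GDP from Rap1B by 100 nM EPAC2, with 50 uM GDP as competitor. Signal is normalized to the 6.5 mM cAMP agonist control.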
DRD3 agonist: D3 dopamine receptor (human) agonism. actives 0.58% (n = 410,000). P35462. max activation, %. D3R DiscoveRx beta-arrestin cells, luminescence, 90 min; in the data active means max activation above about 30%; further: 0% is about no effect; mostly tested at two doses, the higher about 12 µM
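Agonist mode: compounds and dopamine controls were applied to plated cells for 90 min at 37 degrees C after an overnight attachment at 1500 cells/well. Luminescent read-out followed 30 - 60 minutes at room temperature with DiscoveRx detection reagent.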
EPAC2 antagonist: EPAC2 (human) antagonism; Q8WZA2; EPAC2 GEF exchange of Rap1B-BODIPY-GDP, fluorescence; Potency, µM (doses to about 114 µM), for the others: at the top dose activity, negative = inhibition, actives largely listed as inhibitors; actives 0.18% (n = 360,000); AID 720708; further: potency means the concentration at half of the fitted maximal effect; on the % scale 0 is the no-effect control and ±100 the full control effect; nearly all actives have a fitted effect of over 45% in size; many of its hits are not listed in these tables
CCT modulator: modulators of cytosolic chaperonin (CCT/TRiC) activity. purified chaperonin ATPase assay, HTRF ADP detection, 30 min. AID 651819. activity change, % (test concentration not listed), hits read low. actives 0.3% (n = 360,000); in the data active means activity change below about -30%; further: on the % scale 0 is the no-effect control and ±100 the full control effect
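ATPase activity: ADP formed was measured by HTRF Transcreener (665/615 nm ratio) after 30 min at 37 deg C with 10 uM ATP. Compounds screened at one 76 uM concentration against 40 or 20 nM TRiC in Tris pH 7.4/KCl/MgCl2/DTT buffer.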
Mm-Cpn inhibitor: blocks the Methanococcus maripaludis chaperonin Mm-Cpn; purified Mm-Cpn ATPase, ADP Transcreener TR-FRET; Potency, µM (doses to about 76.9 µM), inactives show top-dose activity, negative = inhibition, hits mostly inhibitors; actives 0.031% (n = 330,000); AID 504842; further: potency means the concentration at half of the fitted maximal effect; on the % scale 0 is the no-effect control and ±100 the full control effect; nearly all actives have a fitted effect of over 80% in size
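ATPase read-out: TR-FRET ADP immunoassay (anti-ADP Eu cryptate vs ADP-d2), ex 320 nm, em 590/665 nm; signal drops as ADP forms. Enzyme 25 nM, ATP 10 uM, 30 min at 37°C after 10 min compound preincubation.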
* marks the source's active call; other numbers are inactive results; i = inactive; ? = inconclusive; . = no result given; [ ] = remark or other dose. Unless noted, the call rests on the fitted dose curve; in most records, active means well fitted curve in the direction sought with a large enough effect; inconclusive means small, poorly fitted or top-dose-only effect, or another doubt; inactive means no such curve, though single readings can be large; an effect the other way counts as inactive or inconclusive. Some of the compounds tested. The share of hits here may be higher or lower than overall.

Abbreviations – A = D3 antag; B = PTHR1 agonist; C = pAkt inh; D = EPAC2 agonist; E = DRD3 agonist; F = EPAC2 antagonist; G = CCT modulator; H = Mm-Cpn inhibitor
smiles: CCC(C)[C@H](NC(=O)N1CC(=O)Nc2ccccc21)C(=O)N[C@@H](Cc1c[nH]c2ccccc12)C(=O)O (stereo partly drawn)
  A = -16	B = -25%	C = i	D = -4%	E = -30	F = -4%	G = 2.7	H = 0%
smiles: O=C(CSc1cccc2cccc(Cl)c12)NC1=NCCS1
  A = 6	B = i	C = i	D = 5%	E = 8	F = -4%	G = -0.1	H = -3%
smiles: O=C(c1sc2ccccc2c1Cl)N1CCN(c2ccccn2)CC1
  A = 2	B = -24%	C = i	D = 12%	E = 1	F = -14%	G = -3.6	H = 0%
smiles: CCC1CCCCN1C(=O)CSc1nnc(-c2ccc(Cl)cc2)o1 (stereo not drawn)
  A = -12	B = i	C = i	D = -5%	E = -7	F = 10%	G = 1.1	H = 3%
smiles: CCOC(=O)[C@H]1[C@H]2COc3ccc(OC)cc3[C@@H]2N2C(=O)CN(Cc3ccc(Cl)cc3)C(=O)[C@@]12C
  A = 32	B = -12%	C = i	D = 5%	E = 6	F = -9%	G = 1.4	H = -1%
smiles: CCCCn1c(CN2CCN(C(=O)OCC)CC2)nc2c1c(=O)[nH]c(=O)n2C
  A = 16	B = i	C = i	D = 12%	E = 6	F = -6%	G = 0.4	H = 0%
smiles: CC(=O)Nc1ccc(C(=O)N2CCN(C(=O)c3ccco3)CC2)cc1
  A = 7	B = i	C = i	D = 4%	E = 0	F = -1%	G = -0.2	H = 0%
smiles: CCOC(=O)C1CCN(C(=O)CCNC(=O)Cn2cnc3ccccc3c2=O)CC1
  A = 11	B = -30%	C = i	D = 9%	E = 19	F = 2%	G = -1.4	H = 2%
smiles: Cc1ccc[n+](CC(=O)Nc2cccc([N+](=O)[O-])c2)c1
  A = 0	B = -21%	C = i	D = 10%	E = 0	F = -6%	G = -1.2	H = 0%
smiles: CCOc1ccc(C(=O)C(C)=O)c(OCC)c1
  A = 12	B = i	C = i	D = 3%	E = 3	F = 14%	G = -1.7	H = -11%[15.4 µM]
smiles: O=C(O)CCc1ccc(S(=O)(=O)NCCc2ccccc2)cc1
  A = 10	B = i	C = i	D = 6%	E = -5	F = -2%	G = -4.1	H = 0%
smiles: COc1cc2[nH]c(Cl)c([N+](=O)[O-])c2cc1OC
  A = -15	B = i	C = i	D = 9%	E = -9	F = 2%	G = 0.3	H = -3%
smiles: CS(=O)(=O)c1cccc(C(=O)Nc2ccccc2Cc2ccccc2)c1
  A = -9	B = -2%	C = i	D = 8%	E = -7	F = -6%	G = -1.2	H = 1%
smiles: COc1ccc(C(C)=O)cc1Cn1c(C)c(C(=O)NCC(C)C)sc1=O
  A = 1	B = -15%	C = i	D = -4%	E = 2	F = -4%	G = 0.4	H = .
smiles: CCCN1Cc2cccc(C(=O)NCCc3ccccc3)c2C1=O
  A = -1	B = i	C = i	D = 0%	E = -1	F = 1%	G = -1.1	H = 1%

Whole records from above.
COc1ccc(C(C)=O)cc1Cn1c(C)c(C(=O)NCC(C)C)sc1=O is listed as D3 antag: 1; PTHR1 agonist: -15%; pAkt inh: i; EPAC2 agonist: -4%; DRD3 agonist: 2; EPAC2 antagonist: -4%; CCT modulator: 0.4; Mm-Cpn inhibitor: .
O=C(c1sc2ccccc2c1Cl)N1CCN(c2ccccn2)CC1 is listed as D3 antag: 2; PTHR1 agonist: -24%; pAkt inh: i; EPAC2 agonist: 12%; DRD3 agonist: 1; EPAC2 antagonist: -14%; CCT modulator: -3.6; Mm-Cpn inhibitor: 0%

(cont.)
Abbreviations – A = D3 antag; B = PTHR1 agonist; C = pAkt inh; D = EPAC2 agonist; E = DRD3 agonist; F = EPAC2 antagonist; G = CCT modulator; H = Mm-Cpn inhibitor
smiles: O=C(N/N=C\c1cccc(OC(=O)c2ccco2)c1)c1ccc2c(c1)OCO2
  A = 6	B = -16%	C = i	D = 1%	E = 1	F = -12%	G = 2.0	H = 0%
smiles: COc1cc(OC)c(/C=N/NC(=O)c2ccc([N+](=O)[O-])cc2)cc1Br
  A = ?	B = -4%	C = i	D = -1%	E = -29	F = 0%	G = -1.2	H = 1%
smiles: O=C(CSc1cn(CCNC(=O)c2c(F)cccc2F)c2ccccc12)NCC1CCCO1 (stereo not drawn)
  A = 10	B = -40%[inhibitor]	C = i	D = 1%	E = 11	F = -1%	G = 1.3	H = -1%
smiles: CC(NC(=O)c1ccc(S(C)(=O)=O)cc1)c1cccc2ccccc12 (stereo not drawn)
  A = -6	B = i	C = i	D = 7%	E = -14	F = -11%	G = -0.4	H = 2%
smiles: COc1ccccc1CN(C)C(=O)COC(=O)c1cc(C)oc1C
  A = -10	B = i	C = i	D = 10%	E = 9	F = 7%	G = -1.0	H = -1%
smiles: CCCC(=O)Nc1ccccc1NC(=O)CCC
  A = -26	B = i	C = i	D = -3%	E = -4	F = 0%	G = -0.4	H = 1%
smiles: COc1ccc2sc(-c3ccccc3OC)c(C#CCCO)c2c1
  A = 0	B = -31%[inhibitor]	C = i	D = -1%	E = -2	F = -1%	G = 1.4	H = ?
smiles: CC(=O)OCc1c(C)cc(C)c(/C=C(/C#N)C(N)=O)c1C
  A = 4	B = -2%	C = i	D = 12%	E = 2	F = 11%	G = -2.6	H = 0%
smiles: COc1ccc(/C=C(/NC(=O)c2ccccc2)C(=O)NCCN2CCOCC2)cc1OC
  A = 2	B = -17%	C = i	D = -2%	E = 2	F = 8%	G = -1.3	H = 1%
smiles: CCN(CC)CCn1c2c(c(SCC(=O)Nc3ccc(C)c(F)c3)nc1=O)CCC2
  A = -9	B = -12%	C = i	D = 5%	E = -5	F = 7%	G = -5.1	H = 2%
smiles: CC(C)(C)C(=O)Nc1ccc(C(=O)N/N=C/c2ccccc2OC(=O)c2ccc(Cl)cc2)cc1
  A = 11	B = i	C = i	D = -1%	E = 5	F = 7%	G = 1.0	H = 2%
smiles: CCCCNC(=O)C1(C)CCN1Cc1cc(C)ccc1C (stereo not drawn)
  A = -1	B = -2%	C = i	D = -2%	E = -8	F = -18%	G = -2.1	H = .
smiles: O=S(=O)(Nc1ccncc1)c1ccc(Cl)c(Cl)c1
  A = ?	B = 11%	C = i	D = 15%	E = -2	F = -1%	G = -0.5	H = 4%
smiles: O=c1c2ccccc2c(C=NC2CCS(=O)(=O)C2)c(O)n1-c1ccccc1 (stereo not drawn)
  A = 1	B = i	C = i	D = 5%	E = 0	F = 4%	G = 0.9	H = -1%
smiles: O=C(COc1ccc(Cl)cc1)NCCN1CCCC1
  A = ?	B = -1%	C = i	D = 9%	E = -26	F = 2%	G = 0.9	H = -1%

Brought forward from above: 4 entries, followed by the next part.
Values in the order – D3 antag | PTHR1 agonist | pAkt inh | EPAC2 agonist | DRD3 agonist | EPAC2 antagonist | CCT modulator | Mm-Cpn inhibitor
- CCCCNC(=O)C1(C)CCN1Cc1cc(C)ccc1C (stereo not drawn)
 : -1 | -2% | i | -2% | -8 | -18% | -2.1 | .
- O=S(=O)(Nc1ccncc1)c1ccc(Cl)c(Cl)c1
 : ? | 11% | i | 15% | -2 | -1% | -0.5 | 4%
- O=c1c2ccccc2c(C=NC2CCS(=O)(=O)C2)c(O)n1-c1ccccc1 (stereo not drawn)
 : 1 | i | i | 5% | 0 | 4% | 0.9 | -1%
- O=C(COc1ccc(Cl)cc1)NCCN1CCCC1
 : ? | -1% | i | 9% | -26 | 2% | 0.9 | -1%
- CCOC(=O)CC(=O)Nc1c(C)cc(C)cc1C
 : ? | i | i | 5% | 4 | -1% | -0.1 | 0%
- O=C(COC(=O)c1c[nH]c(=O)[nH]c1=O)Nc1ccccc1F
 : -18 | -24% | i | 4% | 0 | -9% | -3.1 | 3%
- Cn1cc(CC(=O)NCCCN2CCCC2=O)c2ccccc21
 : -24 | -13% | i | 3% | -10 | 7% | -2.0 | -2%
- Cc1csc(NC(=O)c2cncc(Br)c2)n1
 : 19 | -32%[inhibitor] | i | 2% | 2 | 14% | -1.4 | -1%
- O=C(O)CCN(CCC(=O)O)S(=O)(=O)c1ccccc1
 : -5 | i | i | 0% | 0 | 6% | -1.2 | 1%
- O=C(O)COc1cccc(NC(=O)C2CCCO2)c1 (stereo not drawn)
 : 3 | 14%[57.5 µM] | i | 1% | -1 | -1% | -1.5 | -1%
- Cn1c(OCc2ccc3c(c2)OCO3)nc2c1c(=O)n(Cc1cccc(Cl)c1)c(=O)n2C
 : 6 | i | i | 8% | 4 | 8% | -0.8 | .
- COc1ccc(C(=O)Nc2ccc(C(=O)Nc3nccs3)cc2)cc1[N+](=O)[O-]
 : -1 | i | i | 1% | 4 | 0% | -5.5 | 2%
- Cc1cccc(N2CCN(C(=S)Nc3ccc4nc5n(c(=O)c4c3)CCCCC5)CC2)c1C
 : -22 | -1% | i | -17% | -9 | -16% | -0.6 | 0%
- Cc1occc1C(=O)Nc1ccc(Br)cc1F
 : 25 | i | i | 2% | -2 | -10% | 2.4 | 0%
- CC(Sc1ccc(Cl)cc1)C(=O)NCC(c1ccco1)N1CCCCC1 (stereo not drawn)
 : -28 | i | i | 3% | -24 | -2% | 1.9 | -1%
- CC(NC(=O)C12CC3CC(CC(C3)C1)C2)C(=O)N/N=C/C1=C(N2CCOCC2)C(=C\c2cccc([N+](=O)[O-])c2)/CC1 (stereo not drawn)
 : 3 | i | i | -12% | 5 | -21% | 0.4 | 1%
- COc1ccc(CC(=O)NCc2nnc(SCC(=O)N3CCN(c4ccccc4)CC3)n2C)cc1
 : 4 | i | i | 6% | 2 | 0% | -1.5 | .
- O=C(O)c1ccccc1NCc1ccsc1
 : 66 | -6% | i | 6% | 3 | 4% | 0.4 | -1%
